iPSC survival up = enhancers of human iPSC single-cell survival; hiPSC single-cell survival, ATPlite luminescence; 100% = ROCK inhibitor wells, 0% = DMSO; survival enhancement, % at 20 µM; hit rate 0.044% among 360,000; AID 602274; in the data active = survival enhancement above about 18%;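 note: cells exposed to compounds for 16 hours before the ATP read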
NR2E3 ag-1 = agonists of human nuclear receptor NR2E3; Q9Y5X4; inhibition of corepressor binding, % at 4.78 µM; AID 2300; hit rate 0.12% among 320,000; GST-NR2E3/biotin-RetCOR TR-FRET, 1536-well;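 active = percent inhibition above the cutoff of mean plus 3 SD of all tested compounds, set per screening campaign, cut at about 20% in these data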;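 note: 0% = DMSO wells and 100% = biotin wells as full block of FRET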
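Assay system: NR2E3–RetCOR corepressor complex. Quantity: 1.35 nM GST-NR2E3. Buffer or medium: pH 7.5 Tris-based buffer. Reagent: biotinylated RetCOR corepressor at 7 nM final. Schedule: 5 h at 4 °C. Detection: TR-FRET, emission read at 617 and 671 nm. Replicates: one well per compound, singlicate testing.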
HIF-2a block = blocks HIF-2a reporter activity. 786-0 RCC cells HIF-2a reporter, luciferase luminescence, overnight. hit rate 0.72% among 360,000. inhibition, % at 18.8 µM;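 active = inhibition of the luminescence signal of 40% or more relative to plate controls, in a single-dose primary screen at 18.75 µM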
CaV13 ICDI inh = Disruptors of the CACNA1D IQ motif to Ca2+-dependent inactivation inhibitor domain association, primary screening, Förster resonance energy transfer in intact living …; HEK cells, CFP/YFP FRET ICDI-IQ, plate reader, 10 min; percent FRET-ratio fall versus neutral wells; inhibition, % at 12.3 µM; hit rate 0.098% among 340,000;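 active = mean replicate inhibition of at least 30% and at least 1% of replicates passing that level; inconclusive = only one of the two criteria is met; inactive = neither criterion is met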;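 note: 0% = median of the neutral control wells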
Cardio protect = protects H9c2 cardiomyocytes from peroxide injury; H2O2 injury protection, ATPLite, 2 h; hit rate 0.63% among 360,000; protection from H2O2 cell death, % at 20 µM;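 active = compounds giving at least 50% protection of heart cells from peroxide-induced death in the single-dose screen, raw or plate-pattern-corrected value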;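 note: 0% = DMSO wells with peroxide and 100% = DMSO wells without peroxide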
MITF TRPM1 inh = inhibitors of MITF-driven TRPM1 promoter in melanoma cells; hit rate 0.83% among 330,000; inhibition, % at 12.5 µM; SK-MEL-5 TRPM1 promoter luciferase, 24 h;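 active = mean inhibition across replicates of 60% or more, whatever share of single replicates reaches that level; inconclusive = some that reach 60%, reason not given; inactive = mean inhibition across replicates below 60%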; note: values of inactives mirror those of a sister screen read the other way
NR2E3 ag-2 = agonists of human NR2E3 nuclear receptor | hit rate 0.35% among 360,000 | CHO-S Gal4-NCOR/VP16-NR2E3 two-hybrid, luciferase | AID 602229 | inhibition of corepressor binding, % at 3.98 µM;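 active = inhibition above the mean of all tested compounds plus 3 SD, cut at about 70% in these data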;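 note: 0% = DMSO with NR2E3 transfected cells and 100% = cells lacking NR2E3 construct; higher means lower luciferase signal from less NR2E3 corepressor binding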
Peg3 prom inh = Peg3 promoter activity inhibition | HeLa PEG-Prom luciferase reporter, luminescence, overnight | inhibition, % at 20 µM | hit rate 1.7% among 360,000;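 active = inhibition of at least 50% at 20 µM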
PDI inh = PDI (human) enzyme inhibition. AID 588391. PDI insulin aggregation turbidity, A650, 90 min. hit rate 0.052% among 350,000. P07237. inhibition, % at 10 µM;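 active = mean inhibition across replicates of 30% or more, whatever share of single replicates reach that level; inconclusive = mean inhibition below 30% while every single replicate reaches 30%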;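 note: absorbance from insulin aggregation driven by PDI reduction with DTT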
Target sequence (P07237 whole entry, looked up): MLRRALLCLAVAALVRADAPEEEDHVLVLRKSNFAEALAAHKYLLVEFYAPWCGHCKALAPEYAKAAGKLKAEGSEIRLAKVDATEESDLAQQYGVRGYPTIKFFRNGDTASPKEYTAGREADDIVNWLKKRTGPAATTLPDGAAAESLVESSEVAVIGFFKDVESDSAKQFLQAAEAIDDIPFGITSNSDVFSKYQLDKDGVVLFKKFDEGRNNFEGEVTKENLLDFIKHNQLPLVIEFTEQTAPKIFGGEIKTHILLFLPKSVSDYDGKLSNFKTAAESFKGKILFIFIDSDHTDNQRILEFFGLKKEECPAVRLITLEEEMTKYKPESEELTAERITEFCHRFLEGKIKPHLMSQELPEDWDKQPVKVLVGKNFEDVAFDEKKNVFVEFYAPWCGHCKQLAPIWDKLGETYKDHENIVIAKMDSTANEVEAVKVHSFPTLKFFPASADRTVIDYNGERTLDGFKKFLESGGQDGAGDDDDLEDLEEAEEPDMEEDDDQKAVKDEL
Shn3 3UTR inh = reduces Shn3 3'UTR luciferase signal in osteoblasts | Clone20 osteoblast Shn3 3'UTR firefly luciferase, 24 h | inhibition, % at 12.5 µM | hit rate 0.52% among 360,000;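 active = mean inhibition of at least 75% with every replicate also reaching 75%; inconclusive = mean inhibition at least 75% but some replicate below; inactive = mean inhibition below 75%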;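 note: 0% = median of neutral control wells and 100% = pilot-screen positive control compound; some compounds past the cut are filed as inactive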
m5-HT2A agonist = activates the mouse 5-HT2A serotonin receptor; CHO-K1 mHTR2A beta-arrestin complementation, luminescence; percent of 30 µM serotonin response; hit rate 0.66% among 360,000; activation, % at 7.6 µM;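 active = activation above a run cutoff, the mean activation of all tested compounds plus 3 SD, cut at about 14% in these data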;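 note: 0% = plate median of compound wells and 100% = 30 µM serotonin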
Target sequence (P35363 whole entry, looked up): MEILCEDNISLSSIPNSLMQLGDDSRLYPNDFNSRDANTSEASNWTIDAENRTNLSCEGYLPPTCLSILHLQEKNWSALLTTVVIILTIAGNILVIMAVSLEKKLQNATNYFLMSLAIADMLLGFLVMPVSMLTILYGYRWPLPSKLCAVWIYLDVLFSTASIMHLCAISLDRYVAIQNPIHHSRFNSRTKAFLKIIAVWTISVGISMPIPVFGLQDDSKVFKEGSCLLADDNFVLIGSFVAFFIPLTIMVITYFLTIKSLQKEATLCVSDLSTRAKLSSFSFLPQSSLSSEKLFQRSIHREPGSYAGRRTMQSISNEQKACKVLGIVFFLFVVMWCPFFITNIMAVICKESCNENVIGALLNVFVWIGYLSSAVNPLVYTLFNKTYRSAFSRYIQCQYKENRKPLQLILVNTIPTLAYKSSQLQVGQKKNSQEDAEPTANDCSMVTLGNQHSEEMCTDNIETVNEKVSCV
The depositor's hits bear a star; ? = inconclusive; . = no result given.

SMILES	iPSC survival up	NR2E3 ag-1	HIF-2a block	CaV13 ICDI inh	Cardio protect	MITF TRPM1 inh	NR2E3 ag-2	Peg3 prom inh	PDI inh	Shn3 3UTR inh	m5-HT2A agonist
COc1ccc(N(CC(=O)NCc2cccnc2)S(=O)(=O)c2ccccc2[N+](=O)[O-])c(OC)c1	4.5	1.2	3.7	-1.8	0.0	10.4	-6.4	-11.2	-1.2	-10.1	-2.6
CSc1cccc(NC(=S)N(CCCN2CCCC(C)C2)Cc2cccs2)c1 (stereo unspecified)	-0.9	-0.7	7.4	.	-24.3	4.9	-17.4	17.4	8.2	1.8	-3.4
CCN1CCN(CC(O)COC(c2ccccc2)c2ccccc2C)CC1 (stereo unspecified)	0.8	-0.8	14.6	-4.4	3.1	-6.5	-5.8	-2.7	12.0	8.6	-13.3
Cc1cc(Cl)ccc1OCCCC(=O)N1CCOCC1	2.9	-4.0	-118.7	-4.5	-0.1	-67.4	-43.0	-115.7	-5.5	-9.4	8.0
CC(=O)Nc1ccc(/C=N/NS(=O)(=O)c2cc(C)ccc2C)cc1	0.3	-2.2	9.6	0.1	-4.5	0.1	-7.6	1.6	-2.4	8.5	-5.9
COc1ccc(C2C(Oc3ccccc3)C(=O)N2c2cc(C)ccc2C)cc1OC (stereo unspecified)	-1.0	1.4	-4.8	-5.2	-2.2	-0.8	-13.9	17.5	5.7	-2.0	-1.5
O=C(NCc1cccs1)C1CCN(S(=O)(=O)N2CCCC2)CC1	1.6	-2.1	11.1	.	5.2	4.3	-15.9	2.7	-0.4	7.3	-4.0
O=C(Nc1cccc(F)c1)c1cc(S(=O)(=O)N2CCOCC2)ccc1N1CCCC1	-0.1	1.7	2.7	.	5.9	3.7	-23.1	8.6	-40.3	3.6	-1.0
COc1ccc(CCNC(=O)C2CCN(Cc3nc(-c4ccccc4F)oc3C)CC2)cc1OC	-1.7	3.7	-6.0	-4.3	3.0	3.2	10.5	0.1	-9.8	11.1	-6.6
O=C(N/N=C\c1ccc(S(=O)(=O)O)o1)c1ccc2c(c1)OCO2	0.6	1.2	22.5	-19.4	-1.9	7.3	-20.8	-6.0	-1.0	-55.9	-4.5
O=C(COc1ccccc1)NCCn1ccc2ccccc21	0.9	3.3	-30.1	-6.6	-3.1	0.1	-3.3	5.8	1.1	-15.5	1.9
Cc1ccc(C(=O)Nc2cccc(N3C(=O)C4CCC(C)CC4C3=O)c2)cc1 (stereo unspecified)	-0.2	1.8	-53.6	.	-10.1	1.5	10.4	-32.9	0.2	-3.0	-3.1
CCN(CC)C(=O)CSC1=C(C#N)C(c2cccs2)C=C(C)N1 (stereo unspecified)	-0.4	-0.5	-0.2	-3.1	1.0	-9.2	-18.9	5.1	-2.0	-31.9	-3.7
C/C(=N\NS(=O)(=O)c1ccc(C)cc1)c1cc2ccccc2oc1=O	-0.9	6.7	12.7	-4.6	0.5	15.8	12.4	14.9	-0.8	3.9	2.4
CCCSC1=C(C#N)C(c2ccc(O)c(OC)c2)CC(=O)N1 (stereo unspecified)	0.6	6.2	-22.2	-5.4	1.3	-4.6	-18.6	-3.6	7.4	-4.2	3.1
COc1ccc(S(=O)(=O)N(C)C[C@@H]2Oc3c(NS(C)(=O)=O)cccc3C(=O)N([C@@H](C)CO)C[C@H]2C)cc1	3.0	.	10.3	-3.4	5.0	13.0	4.7	-7.2	-1.0	-9.7	5.4
c1ccc2c(C[n+]3csc4ccccc43)cccc2c1	-2.2	-2.1	-57.6	-7.3	4.7	-5.0	11.7	-18.4	-7.4	-35.5	10.1
CCOC(=O)c1nn(-c2ccccc2)c(=O)cc1SC(C)C	-0.5	0.8	24.3	.	-0.6	13.8	-3.9	12.8	5.8	-20.4	-7.0
CCOc1cc(C(=O)N2CCC(CC3CC(c4ccc(Cl)cc4)=NO3)(C(=O)NCC3CCCCC3)CC2)cc(OCC)c1OCC (stereo unspecified)	0.9	-2.6	-0.9	-11.4	-2.1	17.9	24.5	1.6	0.1	33.9	-3.7
Cc1ccccc1Nc1nc(N)nc(COC(=O)c2ccccc2)n1	-1.2	-1.9	-142.1	-15.4	-3.6	-78.2	-7.9	-252.2	19.9	-76.1	-2.8
Nc1cc(=O)[nH]c(SCC(=O)Nc2ccc(F)c(Cl)c2)n1	-2.2	-4.2	12.7	-5.3	-7.2	-0.1	-19.7	2.4	2.4	-13.9	-6.8
COC(Cc1ccccc1N1CCCC1=O)OC	2.2	0.3	2.0	-5.7	3.9	-15.0	1.1	-0.4	1.4	-8.2	3.1
O=C(CNC(=O)c1ccc(Br)cc1)OCC(=O)c1ccccc1	-0.2	.	1.7	.	0.7	-0.6	-8.5	-2.6	3.4	-5.3	5.1
Cn1nc(C(=O)Nc2ccccc2N2CCCC2)c2ccccc2c1=O	-0.1	0.5	-21.8	-1.6	21.7	-5.2	-20.9	1.2	-3.2	-2.2	3.8

Complete entries, quoted from the list.
Cc1ccccc1Nc1nc(N)nc(COC(=O)c2ccccc2)n1 is listed with iPSC survival up: -1.2; NR2E3 ag-1: -1.9; HIF-2a block: -142.1; CaV13 ICDI inh: -15.4; Cardio protect: -3.6; MITF TRPM1 inh: -78.2; NR2E3 ag-2: -7.9; Peg3 prom inh: -252.2; PDI inh: 19.9; Shn3 3UTR inh: -76.1; m5-HT2A agonist: -2.8
O=C(CNC(=O)c1ccc(Br)cc1)OCC(=O)c1ccccc1 is listed with iPSC survival up: -0.2; NR2E3 ag-1: .; HIF-2a block: 1.7; CaV13 ICDI inh: .; Cardio protect: 0.7; MITF TRPM1 inh: -0.6; NR2E3 ag-2: -8.5; Peg3 prom inh: -2.6; PDI inh: 3.4; Shn3 3UTR inh: -5.3; m5-HT2A agonist: 5.1

The list continues.
SMILES	iPSC survival up	NR2E3 ag-1	HIF-2a block	CaV13 ICDI inh	Cardio protect	MITF TRPM1 inh	NR2E3 ag-2	Peg3 prom inh	PDI inh	Shn3 3UTR inh	m5-HT2A agonist
O=C(Cc1cnc2ncnn2c1)N1CCc2c([nH]c3ccccc23)C1c1ccccc1F (stereo unspecified)	1.5	0.3	5.8	-4.5	2.4	14.0	-17.2	18.5	-1.3	-1.8	0.4
COc1ccccc1/C=C\C(=O)NCC(=O)N/N=C/c1cccc(OC)c1O	1.2	1.8	8.2	-5.4	72.4*	17.0	-21.3	32.0	17.5	76.0	-0.1
O=c1c2ccccc2c(=O)n(-c2ccccc2)n1-c1ccccc1	2.3	.	-4.8	-6.0	-2.4	15.8	3.4	2.2	1.8	-3.7	0.6
Cc1ccccc1CN(C)CC(=O)Nc1cccc(S(=O)(=O)N(C)c2ccccc2)c1	-0.3	-5.5	15.6	1.7	-12.6	-4.7	-21.7	38.6	-1.6	27.9	-5.4
O=C(Nc1ccccc1-c1nc2ccccc2s1)c1ccc(Br)o1	6.0	1.9	-17.8	-4.8	-5.8	10.0	-3.1	8.5	-2.1	37.1	3.5
O=C(Nc1cccnc1)C(Cc1ccccc1)n1cccc1 (stereo unspecified)	-2.2	4.1	15.9	-9.2	4.8	11.1	15.7	0.3	.	11.3	2.1
CCn1c(SC(C)C)nnc1-c1c[nH]c2ccccc12	-2.0	-4.5	-40.9	-7.5	-12.8	-6.4	15.0	-52.2	.	-16.2	-4.5
CC(C)N1C(=O)CC2(CC[N+](C)(CCOC(=O)C(c3ccccc3)c3ccccc3)CC2)C1=O (stereo unspecified)	-0.8	0.3	8.6	.	-9.8	6.4	-29.3	12.8	-1.9	-15.8	8.1
CCN1C(=O)CCC(C(=O)O)C1c1ccc(OC)cc1 (stereo unspecified)	-0.5	-0.1	14.4	-4.7	3.7	6.4	-5.7	1.2	1.0	18.5	-1.1
Cc1cc(C)nc(Nc2ncc(O)n2-c2ccc(C)c(C)c2)n1	5.2	-3.9	3.7	-5.1	-0.5	9.9	4.7	13.7	7.3	3.7	1.6
COc1ccc(S(=O)(=O)NCC(=O)Nc2ccc3c(c2)OCCO3)cc1OC	-0.2	-1.9	-1.5	-1.5	1.6	-2.0	1.2	7.2	4.9	-1.2	10.9
CCOC(=O)c1c(C)[nH]c(C)c1C(=O)COC(=O)COc1ccc(Cl)c(C)c1	-0.4	.	15.3	-12.2	-2.4	-0.8	-5.5	-3.4	2.8	-9.8	-1.5
CCS(=O)(=O)N1CCN(C(=O)CCC2CCCC2)CC1	0.4	0.5	-2.0	-4.3	-1.1	-2.7	-18.6	-1.0	-5.6	5.1	-0.4
CCO[C@H]1OC(C(=O)NC2CC2)=C[C@@H](c2ccc(C(F)(F)F)cc2)[C@@H]1CCCO	-3.6	1.0	7.9	-4.9	-2.4	7.0	-11.8	0.5	-4.3	2.0	10.2
c1ccc2c(c1)CCCc1cc(NCCN3CCOCC3)nnc1-2	-1.3	-0.7	-1.4	-5.0	-7.1	-6.5	-26.1	0.8	-3.0	-2.6	-10.4
Cc1ccc(NC(=O)COc2ccc(/C=C3/SC(=Nc4ccccc4)N(Cc4cccnc4)C3=O)cc2)cc1	2.6	0.1	10.3	.	4.9	?	-0.4	15.1	-1.2	31.4	0.8
CCC(C)Sc1ccc([C@@H]2[C@@H]3C(=O)N(CC)C(=O)[C@@H]3[C@]3(C(=O)OC)CCCCN23)cc1 (stereo partly specified)	6.0	.	20.8	-12.0	-6.2	-3.5	-10.7	10.6	-0.8	18.9	-0.5
CCOC(=O)N1C=CC=C[C@@H]2[C@@H](N3C(=O)c4ccccc4C3=O)C(=O)N21	1.2	-0.4	13.8	-3.2	21.3	1.8	-18.0	-3.6	-2.6	0.6	-2.3
Cc1ccc(C)c(C(=O)COC(=O)CN2C(=O)C3C4C=CC(C4)C3C2=O)c1 (stereo unspecified)	-0.3	0.1	3.7	-3.2	-3.8	-17.4	-21.9	3.2	14.3	10.3	2.5
CC(C)CC1C(=O)N(Cc2cn(CCC3OCCO3)nn2)CCS(=O)(=O)N1Cc1ccc(-c2cccc(CO)c2)cc1 (stereo unspecified)	-0.7	.	21.9	-5.8	3.1	.	-2.7	-2.2	5.8	-4.6	-3.8
COc1ccc(NS(=O)(=O)c2cc(NC(=O)c3cnc(C)cn3)ccc2N2CCCC2)cc1	0.5	3.7	9.9	-13.4	-2.9	-2.6	-29.2	29.6	-3.3	14.7	-5.9
C#CCOCCOCCOCCNc1nc(N2CCN(C(=O)[C@H]([C@@H](C)CC)n3cc(CCCCN)nn3)CC2)nc(N2CCN(C(=O)[C@H](CCCCN)n3cc(CCCC)nn3)CC2)n1	-2.0	1.7	-10.3	-9.4	9.8	0.1	-16.9	-17.4	-3.5	-20.5	-3.5
COCCNc1ccc(S(=O)(=O)N2CCCC2)cn1	0.3	1.1	11.8	-5.4	8.3	-2.8	28.9	13.3	5.1	-6.8	-1.2
Cc1ccc(C(=O)CCS(=O)(=O)c2ccc(F)cc2)cc1	0.4	-0.1	7.1	-6.5	-11.2	-3.8	-10.5	60.1*	-3.5	8.9	5.7

Source: PubChem
